G9a inh: inhibitors of human histone lysine methyltransferase G9a; AID 504332; Potency, µM (series often up to 102 µM), inactives show at the top dose activity, negative = inhibition, hits mostly inhibitors; G9a H3K9 monomethylation, AlphaScreen, 2 h; Q96KQ7; 8.8% of 350,000 active; further: on the % scale 0 is the no-effect control and ±100 the full control effect; nearly all actives have a fitted effect of over 75% in size
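Signal arises when biotinylated H3K9 peptide, once monomethylated, bridges streptavidin donor and antibody-captured acceptor beads. Enzyme at 20 nM was preincubated 15 min with test compounds; peptide 500 nM and SAM 20 uM then reacted for 2 h.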
JMJD2A Tudor inh: inhibitors of human JMJD2A Tudor domain. AlphaScreen JMJD2A-Tudor / H3K4me3 peptide binding. Potency, µM (highest dose often 114 µM), inactives show at the highest dose activity change, negative = inhibition, actives largely listed as inhibitors. 4.4% of 390,000 active. AID 504339; further: on the % scale 0 is the no-effect control and ±100 the full control effect; nearly all actives have a fitted effect of over 50% in size
Pin1 inh: blocks the human prolyl isomerase Pin1; Potency, µM (highest dose often 115 µM), for the others: top-dose activity, negative = inhibition, hits mostly inhibitors; Q13526; Pin1 FP peptide displacement, HiFluor488, 10 min; 0.009% of 390,000 active; active means well fitted inhibition curve with a large enough effect in the polarisation, with a control signal flat, not every such curve was filed as active; inconclusive means small, poorly fitted or top-dose-only effect, or effect the other way, or a change in a side signal; inactive means no such curve, though single readings can be large or run the other way; the % refers to the polarisation; further: on the % scale 0 is the no-effect control and ±100 the full control effect
Target sequence (Q13526 whole entry, looked up): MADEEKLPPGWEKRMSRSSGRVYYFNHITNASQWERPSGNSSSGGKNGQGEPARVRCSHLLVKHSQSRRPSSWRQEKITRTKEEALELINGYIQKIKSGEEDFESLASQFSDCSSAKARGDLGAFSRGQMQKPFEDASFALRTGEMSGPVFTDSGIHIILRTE
BAZ2B block: inhibitors of human BAZ2B bromodomain. Q9UIF8. AlphaScreen BAZ2B-H3K14Ac peptide displacement. Potency, µM (highest dose often 114 µM), for the others: top-dose activity change, negative = inhibition, most hits filed as inhibitors. 4.4% of 360,000 active; further: on the % scale 0 is the no-effect control and ±100 the full control effect; nearly all actives have a fitted effect of over 60% in size
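Inhibition is scored as reduced AlphaScreen emission. The BAZ2B/b-H3(5-23)K14Ac complex (50 nM each) in PBS pH 7.4, 0.01% Tween-20 meets compound (up to 110 uM) for 30 min at RT before bead addition.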
PGK inhibitor: T. brucei PGK inhibition. Potency, µM (doses to about 57.5 µM), for the others: at the highest dose activity change, negative = inhibition, usual class: inhibitors. AID 602233. PGK/GAPDH coupled, Kinase-Glo luminescence, 60 min. 0.043% of 380,000 active. P07378; further: on the % scale 0 is the no-effect control and ±100 the full control effect; nearly all actives have a fitted effect of over 60% in size
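Luminescent ATP detection (Kinase-Glo Plus) follows a 60-minute room-temperature incubation, with wells lacking PGK as controls. Buffer: 100 mM TEA (pH 7.6), 5 mM MgCl2, 0.01% Tween-20. Coupling enzyme GAPDH (100 nM final) supplies unstable 1,3-BPG in-well.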
POLI inh: blocks human DNA polymerase iota activity | Pol iota fluorescent replication assay, 10 min | Potency, µM (highest dose often 115 µM), for the others: at the highest dose activity, negative = inhibition, hits mostly inhibitors | 1% of 390,000 active
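Fluorescent replication assay read twice, at 0 min and 10 min after adding 50 nM (final) substrate. Enzyme (10 nM) and compounds were first incubated 15 min at room temperature; enzyme-free buffer wells were negative controls.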
GLS inhibitor: blocks human kidney-isoform glutaminase activity | 0.21% of 410,000 active | O94925 | AID 624170 | Potency, µM (titrated, usually from 45.5 µM), without a hit: at the highest dose activity change, negative = inhibition, usual class: inhibitors | GLS enzymatic activity, qHTS titration; further: on the % scale 0 is the no-effect control and ±100 the full control effect
Target sequence (O94925 whole entry, looked up, canonical isoform): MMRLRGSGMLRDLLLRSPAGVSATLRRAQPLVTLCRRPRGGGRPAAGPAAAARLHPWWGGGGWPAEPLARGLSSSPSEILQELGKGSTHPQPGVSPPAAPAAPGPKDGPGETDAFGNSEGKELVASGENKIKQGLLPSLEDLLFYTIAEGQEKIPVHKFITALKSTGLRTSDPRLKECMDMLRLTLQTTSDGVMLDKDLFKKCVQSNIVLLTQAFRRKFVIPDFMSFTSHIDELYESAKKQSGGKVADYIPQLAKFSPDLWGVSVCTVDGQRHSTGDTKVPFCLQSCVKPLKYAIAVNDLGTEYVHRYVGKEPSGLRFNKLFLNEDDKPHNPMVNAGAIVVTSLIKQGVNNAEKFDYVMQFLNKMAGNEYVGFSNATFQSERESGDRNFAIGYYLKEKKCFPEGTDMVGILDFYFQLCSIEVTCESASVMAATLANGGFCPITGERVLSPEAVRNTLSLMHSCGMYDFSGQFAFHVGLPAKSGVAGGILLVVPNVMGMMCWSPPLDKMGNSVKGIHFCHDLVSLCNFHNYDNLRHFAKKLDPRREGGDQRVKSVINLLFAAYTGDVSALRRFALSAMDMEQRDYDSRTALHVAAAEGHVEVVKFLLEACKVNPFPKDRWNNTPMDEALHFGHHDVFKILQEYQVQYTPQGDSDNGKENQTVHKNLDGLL
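Human kidney-isoform GLS in 45 mM KH2PO4 pH 8.2, 0.02% Tween-20, with compound, started with 1mM L-Glutamine (added stock). Glutamate oxidase/HRP/Amplex red coupled fluorescence read at start and after 30 min at RT.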
HP1b chromo inh: blocks HP1-beta chromodomain binding to methylated histone tails; P83916; AlphaScreen HP1-beta / biotin-H3K9me3 peptide binding; Potency, µM (titrated, usually from 114 µM), inactives show at the highest dose activity change, negative = inhibition, usual class: inhibitors; 0.56% of 390,000 active; AID 540317; further: nearly all actives have a fitted effect of over 70% in size; inactives centre near 23
Target sequence (P83916 whole entry, looked up): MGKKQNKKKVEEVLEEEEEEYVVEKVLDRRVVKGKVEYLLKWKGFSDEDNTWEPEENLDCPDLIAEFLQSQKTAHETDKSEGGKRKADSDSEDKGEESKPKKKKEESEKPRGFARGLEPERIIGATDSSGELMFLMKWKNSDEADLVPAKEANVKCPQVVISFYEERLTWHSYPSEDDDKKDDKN
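AlphaScreen: HP1-beta (50 nM) preformed 30 min with biotin-H3(1-18)K9me3 peptide (50 nM) in PBS pH 7.4, 0.01% Tween-20. Compound added for 30 min at RT, then streptavidin donor/nickel chelate acceptor beads (10 ug/mL) for 30 min.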
BLM inh: inhibitors of human Bloom syndrome helicase BLM. Potency, µM (top dose mostly 56.1 µM), without a hit: top-dose activity change, negative = inhibition, hits mostly inhibitors. P54132. AID 2528. recombinant BLM DNA unwinding, fluorescence dequenching. 0.2% of 350,000 active;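 further: plate controls were vehicle for no effect and no enzyme for full effect; nearly all actives have a fitted effect of over 35% in size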
Numbers without * were called inactive; i = inactive; ? = inconclusive; · = no result given; & = joins results of further samples; [ ] = another dose, or the depositor's remark. Unless noted, the call rests on the fitted dose curve; in most records, active means well fitted curve in the direction sought with a large enough effect; inconclusive means small, poorly fitted or top-dose-only effect, or another doubt; inactive means no such curve, though single readings can be large; an effect the other way counts as inactive or inconclusive. Potency means the concentration at half of the fitted maximal effect.

SMILES | G9a inh | JMJD2A Tudor inh | Pin1 inh | BAZ2B block | PGK inhibitor | POLI inh | GLS inhibitor | HP1b chromo inh | BLM inh
O=C(Nc1nccs1)C1CC(=O)N(c2ccccc2)C1 (configuration not stated) | 0.4% | -11.5% | 2.1% | 0.7% | 8.7% | 22.9% | -27.6% | 40.0%[activator] | 0.2%
COCCNS(=O)(=O)c1ccc(F)c(OC)c1 | 13.3%[12.7 µM] | -2.6% | ? | 4.0% | -7.8% | -4.7%[58.9 µM] | -4.0% | 26.7% | -0.9%
COc1ccc(NC(=O)C2CCCCN2CC(=O)OCc2ccccc2)cc1OC (configuration not stated) | ? | -26.0% | 3.4% | -9.5% | 3.5% | 7.0% | 0.7% | 8.0% | -2.8%
CC(C)(C)C(=O)NC(NC(=S)Nc1sc2c(c1C#N)CCCC2)C(Cl)(Cl)Cl (configuration not stated) | ? | ? | 25.2% | ? | -3.7% | ? | -0.9% | ? | -15.7%
O=C(c1cc(-c2cccc(Cl)c2)on1)N1CCCCC1 | -4.2%[59 µM] | 28.0% | -8.0% | 25.2% | 7.0% | -4.6% | 6.0% | 37.7%[activator] | -3.4%
O=C(NCc1ccco1)C1CCCN1C(=O)Nc1ccc(Br)cc1 (configuration not stated) | 11.0% | -11.0% | -0.1% | -5.1% | -3.9% | 26.9% | -1.2% | 11.0% | 1.0%
COc1ccc(NC(=S)N2CCC(NC(=O)c3cccc(C)c3)CC2)cc1 | 0.3% | -1.1% | -3.0% | -19.0% | -5.8% | 130.6%[activator] | -14.2% | 28.2% | -3.7%
COc1ccccc1N1CC(O)=C(c2nc3ccccc3s2)C1=N | ? | -20.9% | ? | -0.6% | · | 9.9% | 1.6% | 13.2% | -0.2%
O=C(OCc1cc(=O)n2ccsc2n1)c1ccccc1NCCO | · | ? | -3.3% | · | -7.7% | 20µM* | ? | -8.5% | ·
CCSc1nnc(NC(=O)c2ccc(C)cc2)s1 | 22.6%[12.7 µM] | -6.7% | 0.6% | 8.4% | 0.2% | -2.0% | 12.9% | 28.2% | -1.6%
COc1cc(NS(=O)(=O)c2ccc3[nH]c4c(c3c2)CCCCCC4)cc(OC)c1 | -37.0%[59 µM] | ? | 2.3% | ? | -0.3% | ? | 1.5% | -1.7%[57 µM] | -14.2%
COc1ccc(CN(C)C(=O)C(Cc2ccccc2)NC(=O)c2ccccc2)cc1F (configuration not stated) | -31.0% | -11.7% | -2.8% | -3.6% | -0.1% | 14.4% | -10.3% | 32.0% | ·
O=C(NC1CC2CCCC(C1)N2S(=O)(=O)c1ccccc1)c1ccco1 (configuration not stated) | 120.3%[activator][59 µM] | -1.8% | -6.5% | -30.2%[57.1 µM] | -3.0%[11.5 µM] | -1.0% | -8.6% | 19.9% | 0.7%
Fc1ccccc1/C=N/Nc1ncnc2nc[nH]c12 | 4.4% | -17.2% | 1.8% | -5.2% | -10.2% | 9.0% | 5.5% | 20.0% | -9.2%
COc1ccc(NC(=O)Cn2c(=O)n(Cc3ccc(C(=O)NCc4ccccc4Cl)cc3)c(=O)c3ccccc32)cc1 | 0.9%[59 µM] | -7.9% | 15.4% | -27.6% | -0.4% | 1.2% | 9.7% | 12.1% | -3.3%
O=C(NCCC1=CCCCC1)c1ccc2c(=O)n3c(nc2c1)CCCCC3 | -43.0% | -15.6% | -1.5% | -0.4% | -9.4% | 18.7% | 3.7% | 42.1%[activator] | 0.1%
CCOc1ccc(OCC(=O)OC(C)C(=O)NC2CCCCC2C)cc1 (configuration not stated) | ? | -3.8% | 2.6% | -1.2% | -1.6% | 0.4% | 4.2% | 39.7%[activator] | ·
O=C(COC(=O)C1CCC(=O)N1)Nc1cccc([N+](=O)[O-])c1 (configuration not stated) | · | -12.3% | -1.4% | · | 8.5% | 9.3% | 2.2% | 33.1% | ·
COCCCN(C(=O)CSCC(=O)Nc1cccc(C)c1)c1c(N)n(Cc2ccccc2)c(=O)[nH]c1=O | -4.8%[0.501 µM] | -11.0% | 4.1% | -5.3% | -2.1% | 49.5%[activator] | -2.6% | 17.6% | ·
O=C(c1cc(C2CC2)nn1-c1ccccc1)N1CCN(Cc2ccccc2F)CC1 | -30.3% | -20.9% | -3.5% | -12.2% | i | 18.3% | 0.3% | 7.8% | ·
C/C(=N\O)C(C)Oc1ccc(Cl)cc1 (configuration not stated) | 8.6% | -7.9% | 1.6% | -5.3% | -2.1% | 16.4% | -8.6% | 19.6% | -5.3%
Cc1nc2nc(CNC(=O)c3cccc(F)c3)nn2c(C)c1CCC(=O)Nc1ccc(F)cc1 | 7.7%[59 µM] | 9.4% | -0.7% | 0.4% | -1.2% | 38.5%[activator] | 3.3% | 43.0% | 2.7%
COC(=O)CSc1nc2ccccc2n1CC(=O)N(C(C)C)C(C)C | 24.9% | -21.8% | 1.0% | 10.7% | -9.4% | 11.9% | 4.4% | 20.4% | -7.8%
N=c1c2c(n(Cc3ccc(Br)cc3)c3c1CCC3)CCCC2 | 8.0% | -35.4% | -1.2% | -2.0% | -1.4% | 2.0% | 10.7% | 28.6% | 2.4%
CCOc1ccccc1NC(=O)c1ccc2c(c1)C(=O)N(CC)C2=O | 25.5% | -2.8% | -1.1% | 0.1% | -5.8% | 81.7%[activator] | -4.3% | 45.2%[activator] | 0.3%
CC(=O)N/C(=N/c1nc(C)cc(C)n1)Nc1cc(C)cc(C)c1 | -1.0% | -7.7% | -1.0% | 4.9% | -8.2% | 41.2%[activator] | 5.6% | -3.6% | -3.7%
Cc1cccc(OCC(=O)Nc2nnc(S(=O)(=O)N3CCCCCC3)s2)c1 | ? | -13.8%&-32.9% | 14.7%&-4.8% | -31.4%&-22.4% | -5.8%&-2.6% | -14.0%&-15.2% | 1.3%&14.0% | 41.7%&-3.7%[activator] | -7.8%&-5.3%
O=C(COC(=O)c1ccc(Br)o1)Nc1cccc(S(=O)(=O)N2CCCCC2)c1 | · | -15.2% | -0.1% | · | 9.7% | 54.3%[activator] | -0.1% | 1.2% | ·
COc1ccc(Cl)cc1/C=N/NC(=O)c1c(-c2ccccc2)noc1C | 0.2% | -22.3% | -4.2% | -15.1% | -3.5% | 9.3% | -14.5% | 23.9% | -9.4%
CCN(CC)S(=O)(=O)c1ccc(NC(=O)COC(=O)c2cnc(C)cn2)cc1 | ? | 1.4% | 0.0% | · | i | 14.3% | 0.0% | 27.1% | -2.2%
Cc1cc(C)cc(N(CC(=O)Nc2c(C)n(C)n(-c3ccccc3)c2=O)S(C)(=O)=O)c1 | 1.5% | 2.9% | 7.4% | -0.4% | 2.4% | 13.5% | -5.9% | 19.6% | -2.4%
Cc1cccc(OCc2nc(-c3nonc3N)no2)c1C | 6.4%[59 µM] | 2.2% | 3.0% | 17.1% | i | -11.6% | 1.0% | 52.0% | -7.6%
COc1cc(Nc2cc(C)nc3ncnn23)cc(OC)c1 | ? | -12.5% | 0.9% | 12.0% | -7.7% | -0.7% | -3.0% | 35.9% | 6.0%
CC1=C(C(=O)Nc2ccc(C)cc2C)C(c2ccc(Br)cc2)n2ncc(C(=O)Nc3cccc(C)c3)c2N1 (configuration not stated) | -27.1%[59 µM] | -11.3% | 15.7% | 7.4%[57.1 µM] | -3.8% | 17.5% | 7.8% | 24.8% | -2.3%
CC1CN(C(=O)CCC(=O)NCc2cccnc2)c2ccccc2O1 (configuration not stated) | 27.2%[59 µM] | -3.5% | 4.0% | 3.0% | -0.6% | 25.7% | -5.7% | 66.5%[activator] | 0.2%
CC(C)c1ccccc1NC(=O)COC(=O)CNC(=O)c1ccc(Br)cc1 | 14.0%[59 µM] | -1.4% | 6.3% | 0.5% | -12.1% | 15.3% | -0.6% | 22.5% | -0.1%
COc1ccc(/C=C/C(=O)Oc2ccc(/C=N\NC(=O)c3ccc(F)cc3)cc2)cc1 | -9.0% | -9.2% | 2.0% | -1.9% | -2.8% | 22.1% | 2.3% | 15.1% | 2.7%
CCOc1ccc2nc(SCc3ccc(C(=O)OC)o3)[nH]c2c1 | -2.9%[59 µM] | -16.7% | 2.2% | 6.9% | -2.4% | 11.4% | 14.8% | 35.1% | -7.8%
Cc1cc(NC(=O)c2ccccc2)ccc1NC(=O)c1ccccc1Cl | 0.8% | 0.0% | -1.4% | 1.0% | -8.7% | -13.2% | 1.0% | 36.1% | -13.4%
CCCCN1C(=O)C(=O)N(CC(=O)N2CCc3ccccc32)C1=O | 7.6%[2.33 µM] | -2.8% | ? | 2.0% | i | 6.5% | -2.1% | 32.5% | ·
Cc1noc(C)c1C(=O)N(C)Cc1ccccc1 | · | -2.1% | 2.2% | -0.7% | -5.2% | -12.3% | 0.0% | 28.4% | -2.2%
Cc1c(Cl)cccc1NC(=O)CNc1ccccc1F | ? | -4.1% | -0.4% | -2.1% | -4.9% | 9.4% | 10.9% | 28.7% | -3.0%
O=C(O)c1ccc(S(=O)(=O)N(Cc2ccccc2)C2CCCCC2)cc1 | -0.4% | -12.1% | -2.5% | -0.6% | 3.2% | -10.8% | 0.0% | 15.7% | 0.7%

Among those listed so far, these have an aryl thioether with sulfur outside any ring:
SMILES | G9a inh | JMJD2A Tudor inh | Pin1 inh | BAZ2B block | PGK inhibitor | POLI inh | GLS inhibitor | HP1b chromo inh | BLM inh
CCSc1nnc(NC(=O)c2ccc(C)cc2)s1 | 22.6%[12.7 µM] | -6.7% | 0.6% | 8.4% | 0.2% | -2.0% | 12.9% | 28.2% | -1.6%
COC(=O)CSc1nc2ccccc2n1CC(=O)N(C(C)C)C(C)C | 24.9% | -21.8% | 1.0% | 10.7% | -9.4% | 11.9% | 4.4% | 20.4% | -7.8%
CCOc1ccc2nc(SCc3ccc(C(=O)OC)o3)[nH]c2c1 | -2.9%[59 µM] | -16.7% | 2.2% | 6.9% | -2.4% | 11.4% | 14.8% | 35.1% | -7.8%

POLI inh: what is marked active above.
SMILES | G9a inh | JMJD2A Tudor inh | Pin1 inh | BAZ2B block | PGK inhibitor | POLI inh | GLS inhibitor | HP1b chromo inh | BLM inh
O=C(OCc1cc(=O)n2ccsc2n1)c1ccccc1NCCO | · | ? | -3.3% | · | -7.7% | 20µM* | ? | -8.5% | ·

The list is partial, so the mix of outcomes need not match the whole.
